# Screening data from PubChem BioAssay.
# C2C12 statin: protects C2C12 myotubes from simvastatin toxicity. hit rate 0.78% among 330,000. rescue of ATP level, % at 7.49 µM. ATP luminescence, 48 h; scaled: DMSO 0, geranylgeraniol control 100. AID 602340;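 active means mean ATP rescue above about 67%, or every replicate alone reaching that limit, limit read from the data, passing the limit was not always enough; inconclusive means no clear call, values can overlap the other calls; inactive means mean under the limit and some replicate under it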;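 further: myotubes were challenged with 10 µM simvastatin during compound exposure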
# esBAF inh: SWI/SNF esBAF complex inhibition; mouse ES cells, Bmi1-luciferase knock-in reporter, 24 h; 100% = twice the neutral-well signal; AID 602393; reporter increase, % at 12.5 µM; hit rate 2% among 350,000; in the data active means activation above about 40%; inconclusive means no clear call, values can overlap the other calls;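 further: 0% = median of the plate's neutral control wells and 100% = double that signal; a rise in the Bmi1 reporter signal indicates esBAF inhibition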
# Active calls of the source: *; u = inconclusive. These rows are one share of the data (hit frequency here may not be typical).
SMILES,C2C12 statin,esBAF inh
COC(=O)c1ccc(NC(=O)CSc2nnc(CNc3ccc(OC)cc3)n2C)cc1,25,6
CCOc1ccc(NC(=O)C/C(N)=N/O)cc1,2,-3
O=C(/C=C/c1ccccc1)c1cc(Br)ccc(=O)c1O,-9,-6
O=C(COC(=O)c1ccc(Cl)c(S(=O)(=O)N2CCCC2)c1)NC1CCCC1,2,-7
Cc1cccc(N2CCN(S(=O)(=O)c3ccc4c(c3)CCC(=O)N4)CC2C)c1 (centres undefined),-18,-3
CC1(C)NC(=O)N(CCCCOc2ccc3c(c2)CCC3)C1=O,-18,-11
CCOc1ccc(NC(=O)COc2nsnc2N2CCCCC2)cc1,39,-6
Cc1cccc(NC(=O)C2C(C(=O)O)C3C=CC2C32CC2)c1C (centres undefined),-5,-10
COC(=O)c1sc(NC(=O)CSc2nnnn2-c2ccc(C)cc2C)nc1C,3,3
CCOC(=O)CNC(=O)c1cn(CC(C)C)c(=O)c2cc(OC)c(OC)cc12,-3,-3
Cc1ccc(Sc2nc(C)cc(C)c2S(C)(=O)=O)cc1,11,1
COC(=O)C1CCN(C(=O)CN2C(=O)NC(CCc3ccccc3)C2=O)CC1 (centres undefined),18,-2
COc1ccc2c(c1)CCc1sc(NC(=O)c3ccco3)nc1-2,-1,23
Cc1ccc(-c2nc3ccccc3n3nnnc23)cc1,21,35
CCC(=O)N1CCN(C(C)=O)C1c1ccccc1 (centres undefined),8,-6
COc1ccccc1-c1cc(C(=O)NCc2ccc(Cl)cc2)no1,-18,0
CCCc1ccccc1OCCNC(C)=O,2,3
CCOC(=O)c1c(NC(=O)C2CCCO2)sc(C(=O)OC(C)(C)C)c1C (centres undefined),-21,-1
CCOC(=O)CSc1ncnc2c1nnn2-c1ccc(F)cc1,2,-2
O=C(Nc1cccc(F)c1)c1ccc(-c2ccccc2Cl)o1,-11,75*
Cc1cc(Cl)cc(C)c1OCCCCn1ccnc1,10,-1
O=C1C(Cc2ccccc2)S/C(=N/N=C/c2ccco2)N1c1ccccc1 (centres undefined),-12,-13
CCOc1ccc(-c2nnn(CC(=O)NCc3ccc(OC)cc3)n2)cc1OCC,-34,-3
COc1ccc2c(c1)C1(Nc3ccccc3-c3nc4ccccc4n31)C(=O)N2C (centres undefined),26,2
c1ccc(-n2c(SCC3CCCCO3)nnc2-c2cccs2)cc1 (centres undefined),-1,3
CCOC(=O)c1sc(NC(=O)c2cccc(S(=O)(=O)N(CC)CC)c2)cc1C,-32,6
Clc1ccccc1C1SCC2Nc3ccccc3CN21 (centres undefined),-8,18
CC1COC(c2cccn2Cc2ccccc2Cl)=N1 (centres undefined),-39,7
Cn1c(=O)[nH]c(=O)c2c1nc(N1CCCCC1)n2CCCSc1nc2ccccc2s1,13,9
Cc1cc(C)c2nc(SCC#N)cc(C)c2c1,-1,-4
c1ccc(-n2ncc3c2ncn2nc(-c4ccco4)nc32)cc1,-18,1
Cc1ccc(C(=O)Nc2cccc(Oc3ccccc3)c2)o1,-3,69*
O=C(CSc1nccn1-c1ccc(F)cc1)NCc1ccc2c(c1)OCO2,4,-3
Cc1cc(NC(=O)C2CC(=O)OC2c2ccccc2)no1 (centres undefined),0,-5
Cc1ccc(S(=O)(=O)[N-]c2nc3ccccc3nc2-n2cc[n+](CCC(C)C)c2)cc1,-13,7
Cc1ccc(C2CC(c3ccccc3)=NN2C(=S)Nc2ccccc2)o1 (centres undefined),-37,0
O=C(Nc1ccccc1)OCc1cc(-c2ccccc2Cl)on1,5,50*
COc1ccc(CNC[C@@H](CCCCN(C)Cc2ccc(OC)cc2)N2C[C@H](c3ccccc3)N(CCc3ccc(Cl)c(Cl)c3)C(=O)C2=O)cc1,-395,-88
CCc1nnc(NS(=O)(=O)c2ccc(NC(=O)OC)cc2)s1,0,-12
Cc1ccc(-c2cc3nc4c(c(=O)n3[nH]2)CCCC4)cc1,-23,25
CCOC(=O)C1=C(Cc2ccc(Cl)cc2)C(=O)c2ccccc2C1=O,63,0
CC(C)C(C(=O)Nc1ncn[nH]1)N1C(=O)c2ccccc2C1=O (centres undefined),1,2
COC(=O)c1ccc(-n2nnnc2SCC(=O)Nc2ccccc2OC)cc1,14,7
Cc1n[nH]c(C)c1S(=O)(=O)N1CCC(C(=O)O)CC1,17,-6
Cc1ccc(C(C2C(=O)CC(C)(C)CC2=O)C2C(=O)CC(C)(C)CC2=O)s1,10,2
CC1CCCN(C(=O)c2sc3cc([N+](=O)[O-])ccc3c2Cl)C1 (centres undefined),66*,46*
CC1Cc2ccccc2N1CC(=O)Nc1ccc2c(c1)OCO2 (centres undefined),51,-2
CCCn1c(SCC(=O)Nc2c(C)cccc2C)nnc1C(C)C,-12,-4
CCOc1ccc(C(=O)COC(C)=O)cc1,-9,3
COc1ccc(S(=O)NC2CCCCC2)c(OC)c1C (centres undefined),-10,0
Cc1cc(=O)oc(C)c1C(=O)NC1CC(C)(C)NC(C)(C)C1,-1,-5
O=C(/C=C/c1c(Cl)cccc1Cl)N1CCN(c2ncccn2)CC1,4,4
Cc1ccccc1S(=O)(=O)Oc1ccccc1C(=O)Oc1ccccc1,4,3
CCC(c1ccccc1)c1nc(-c2ccccn2)no1 (centres undefined),-1,47*
COc1cccc(-n2ccnc2SCC(=O)Nc2nccs2)c1,1,37
O=C1c2ccccc2C(=O)N1CCOCCN1C(=O)c2ccccc2C1=O,7,-5
COc1ccc(CCCc2nnc(SCC(=O)Nc3ncc(C)s3)o2)cc1,-1,2
CCOC(=O)N1CCN(CC(O)COCCC23CC4CC(CC(C4)C2)C3)CC1 (centres undefined),-22,-1
Cc1ccc(S(=O)(=O)N(CC(=O)N2CCCCCC2)c2ccccc2)cc1,2,10
Cc1ccc2nc3c(cc(C(=O)NCCc4ccccc4)c(=N)n3CCN3CCOCC3)c(=O)n2c1,-43,9
# Carrying on:
SMILES,C2C12 statin,esBAF inh
CCOC(=O)C1=C(CNC2CCCCC2)NC(=O)NC1c1cc(C)ccc1C (centres undefined),9,1
COc1ccc(CN2CCCCC2C)cc1C (centres undefined),7,-8
COc1ccc(NC(=O)c2ccc(COc3ccccc3)o2)cc1,-2,4
CCOC(=O)c1ccccc1NC(=O)CSc1nnc(COc2ccccc2)n1CC,3,1
Cc1ccc(-c2nc(=S)c3c(n2Cc2ccco2)CC(C)(C)OC3)cc1,4,1
CCN(CCCNC(=O)CCNC(=O)Cn1cnc2ccccc2c1=O)c1ccccc1,23,-11
CCOC(=O)c1ccc(N2C(=O)CC(NC3CCN(C(=O)c4ccc(F)cc4)CC3)C2=O)cc1 (centres undefined),11,-1
Cc1noc(C)c1CSCC(=O)OCC(=O)N1CC(=O)Nc2ccccc21,-6,2
O=C(CSc1nnc(-c2cccc(S(=O)(=O)N3CCCCC3)c2)o1)NCCC1=CCCCC1,13,2
Cc1ccc(C2CC(C(F)(F)F)n3ncc(C(N)=O)c3N2)cc1 (centres undefined),45,-3
CCOc1ccc(NC(=O)CN(c2ccc(OC)cc2)S(C)(=O)=O)cc1,111*,67*
Clc1ccc2[nH]cc(-c3nnnn3-c3ccccc3)c2c1,-28,-7
Cc1cccc2cc(COC(=O)C(C)C)c(=O)[nH]c12,5,-1
O=C(O)COc1ccc(NC(=O)c2ccco2)cc1,4,7
CSc1nnc2c(n1)OC(C)=Nc1ccccc1-2,20,-3
COc1cc(NC(=O)c2ccc3c(c2)OCO3)c2ncccc2c1,-5,u
CSc1nc(NC(C)=O)nc(C)c1Cl,147*,-8
COCc1nc2ccccc2n1Cc1cccc(C)c1,-4,3
N#CC1=C(N)Oc2n[nH]c(-c3cccs3)c2C1c1ccoc1 (centres undefined),1,2
CC1(CC(=O)N/N=C/c2ccc(OCc3ccc(Cl)cc3Cl)cc2)OCCCO1,2,2
COc1ccccc1-c1cc(C(=O)Nc2c(F)cc(F)cc2Br)no1,-11,-26
Cc1ccc(-c2nc3cccnc3o2)cc1NC(=O)COc1ccc(C(C)(C)C)cc1,23,3
Cc1cccc(N2C(=O)C3C4C=CC(C4)C3C2=O)c1 (centres undefined),16,0
O=C(CSc1nc2c(c(=O)n1-c1ccc(Br)cc1)SCC2)NCC1CCCO1 (centres undefined),-1,-2
Cc1nn(C)c(C)c1CN(C)C(=O)CCCC(=O)O,5,5
Cc1ccc(SC(C)c2nc(-c3cccnc3)no2)cc1 (centres undefined),-16,-2
CCCNC(=O)CN(C)S(=O)(=O)c1c(C)cc(C)cc1C,10,-7
C1=C(N2CCOCC2)/C(=C/c2nc3ccccc3[nH]2)CC1,-12,8
COc1cccc(-c2nnc3sc(-c4ccccn4)nn23)c1,1,19
COc1cc(C)c(C#N)c(OC)n1,-5,-3
CCc1c(C)sc2nc(SCC(=O)Nc3cc(C)on3)n(CCOC)c(=O)c12,-20,-1
CSc1nc(-c2ccccc2)[nH]c(=S)c1C(C)=O,-4,-8
O=C(Nc1ccc2nc(-c3ccc(Br)o3)[nH]c2c1)c1ccco1,-71,65*
CC(=O)N=C1SC2CS(=O)(=O)CC2N1c1ccccc1Cl (centres undefined),-2,-11
COc1ccc2[nH]c(=O)c(CN(Cc3nnnn3CCc3ccccc3)CC3CCCO3)cc2c1 (centres undefined),-2,2
c1ccc(COc2ccccc2CNCc2cccnc2)cc1,-3,3
Cc1nnc(N2C(=O)C(O)=C(C(=O)c3ccco3)C2c2ccc(C(C)(C)C)cc2)s1 (centres undefined),117*,8
CCOC(=O)COc1ccc(S(=O)(=O)Nc2cccc(SC)c2)cc1,23,-5
CCOC(=O)c1c(CN2CCOCC2)oc2ccc(OC)cc12,-4,2
COc1ccc(CN(C(=O)CN2C(=O)COc3ccccc32)C2CCCC2)c(OC)c1,34,-3

# 22 structures from above, arranged by molecular weight, falling:
SMILES,C2C12 statin,esBAF inh
COC(=O)c1ccc(NC(=O)CSc2nnc(CNc3ccc(OC)cc3)n2C)cc1,25,6
CCOC(=O)c1ccccc1NC(=O)CSc1nnc(COc2ccccc2)n1CC,3,1
CCN(CCCNC(=O)CCNC(=O)Cn1cnc2ccccc2c1=O)c1ccccc1,23,-11
CCOC(=O)c1sc(NC(=O)c2cccc(S(=O)(=O)N(CC)CC)c2)cc1C,-32,6
COc1ccc(CN(C(=O)CN2C(=O)COc3ccccc32)C2CCCC2)c(OC)c1,34,-3
COC(=O)c1sc(NC(=O)CSc2nnnn2-c2ccc(C)cc2C)nc1C,3,3
Cc1ccc(-c2nc3cccnc3o2)cc1NC(=O)COc1ccc(C(C)(C)C)cc1,23,3
O=C1C(Cc2ccccc2)S/C(=N/N=C/c2ccco2)N1c1ccccc1 (centres undefined),-12,-13
O=C(Nc1ccc2nc(-c3ccc(Br)o3)[nH]c2c1)c1ccco1,-71,65*
Cc1ccccc1S(=O)(=O)Oc1ccccc1C(=O)Oc1ccccc1,4,3
CC(C)C(C(=O)Nc1ncn[nH]1)N1C(=O)c2ccccc2C1=O (centres undefined),1,2
COc1cccc(-c2nnc3sc(-c4ccccn4)nn23)c1,1,19
Cc1cc(=O)oc(C)c1C(=O)NC1CC(C)(C)NC(C)(C)C1,-1,-5
c1ccc(-n2ncc3c2ncn2nc(-c4ccco4)nc32)cc1,-18,1
COc1ccc(S(=O)NC2CCCCC2)c(OC)c1C (centres undefined),-10,0
Cc1n[nH]c(C)c1S(=O)(=O)N1CCC(C(=O)O)CC1,17,-6
C1=C(N2CCOCC2)/C(=C/c2nc3ccccc3[nH]2)CC1,-12,8
Cc1cc(Cl)cc(C)c1OCCCCn1ccnc1,10,-1
Cc1cccc(N2C(=O)C3C4C=CC(C4)C3C2=O)c1 (centres undefined),16,0
CCC(=O)N1CCN(C(C)=O)C1c1ccccc1 (centres undefined),8,-6
CCCc1ccccc1OCCNC(C)=O,2,3
COc1cc(C)c(C#N)c(OC)n1,-5,-3

# More records follow.
SMILES,C2C12 statin,esBAF inh
CCOc1ccc(C(=O)NCC2OCCc3ccccc32)cc1 (centres undefined),18,28
COCCNC(=O)c1ccc(C(=O)NCCOC)s1,34,-3
O=C1Cc2cccc3cccc1c23,-5,-10
COc1ccc(OC)c(NC(=O)CSc2ncnc3c2cnn3-c2ccccc2Cl)c1,-1,-33
COc1ccc(N2CC(C(=O)OCC(=O)c3ccccc3)CC2=O)cc1 (centres undefined),10,-2
CCOc1ccc(N2C(=O)CC(N)C2=O)cc1 (centres undefined),-2,-84
CCOC(=O)[C@@H]1[C@H]2COc3cc(OC)ccc3[C@H]2N2C(=O)N(c3cccc(Cl)c3)C(=O)[C@@]12C,27,1
Cc1ccc(Nc2nc(OC(C(F)(F)F)C(F)(F)F)nc(N3CCOCC3)n2)cc1,-59,5
COCc1c(Br)c(C)[nH]c(=O)c1C#N,-7,-5
COc1cc(NC(=O)c2cc3nc(C)cc(C)n3n2)c(OC)cc1Cl,-12,52*
CC(C)c1ccc(C2CC(=O)c3cnc(N4CCc5ccccc5C4)nc3C2)cc1 (centres undefined),0,1
Cc1cc(=O)oc(C)c1C(=O)n1nc(C)c2c1C[C@@H]1[C@H]2C1(C)C,-14,-1
COc1ccc(OCC(=O)OCCN(C)C)cc1,6,2
CCN(C(=O)Cc1ccccc1OC)c1nnc(-c2ccncc2)s1,5,11
CCC(C)(C)n1nnnc1C(C(C)C)N(Cc1ccco1)Cc1cc2cc3c(cc2[nH]c1=O)OCO3 (centres undefined),1,1

# Rewritten field by field: part of the list above.
> CC(C)c1ccc(C2CC(=O)c3cnc(N4CCc5ccccc5C4)nc3C2)cc1 (centres undefined)
  C2C12 statin = 0; esBAF inh = 1

> Cc1cc(=O)oc(C)c1C(=O)n1nc(C)c2c1C[C@@H]1[C@H]2C1(C)C
  C2C12 statin = -14; esBAF inh = -1
